TLR9-MyD88 block: inhibitors of TLR9-MyD88 association in cells, primary screen, cell-based, CHO, BLA complementation, fluorescence; inhibition, % at 4.98 µM; Toll-like receptor 9 (Homo sapiens) + Myeloid differentiation primary response protein …; CCF4 FRET ratio; actives 0.21% (n = 340,000);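 active means inhibition above the mean over all tested compounds plus 3 SD, cut at about 21% in these data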;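 further: 0% = DMSO only wells and 100% = clavulanate BLA inhibitor control wells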
NOD2-RIPK2 inh: NOD2-RIPK2 binding disruptors in cells, primary screen, fluorescence, CHO cells, BLA complementation; CCF4 ratio; Receptor-interacting serine/threonine-protein kinase 2 (Homo sapiens), O43353; actives 0.38% (n = 360,000); inhibition, % at 4.98 µM; in the data active means inhibition above about 21%;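 further: 0% = vehicle only and 100% = reference blocker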
Target sequence (O43353 whole entry, looked up): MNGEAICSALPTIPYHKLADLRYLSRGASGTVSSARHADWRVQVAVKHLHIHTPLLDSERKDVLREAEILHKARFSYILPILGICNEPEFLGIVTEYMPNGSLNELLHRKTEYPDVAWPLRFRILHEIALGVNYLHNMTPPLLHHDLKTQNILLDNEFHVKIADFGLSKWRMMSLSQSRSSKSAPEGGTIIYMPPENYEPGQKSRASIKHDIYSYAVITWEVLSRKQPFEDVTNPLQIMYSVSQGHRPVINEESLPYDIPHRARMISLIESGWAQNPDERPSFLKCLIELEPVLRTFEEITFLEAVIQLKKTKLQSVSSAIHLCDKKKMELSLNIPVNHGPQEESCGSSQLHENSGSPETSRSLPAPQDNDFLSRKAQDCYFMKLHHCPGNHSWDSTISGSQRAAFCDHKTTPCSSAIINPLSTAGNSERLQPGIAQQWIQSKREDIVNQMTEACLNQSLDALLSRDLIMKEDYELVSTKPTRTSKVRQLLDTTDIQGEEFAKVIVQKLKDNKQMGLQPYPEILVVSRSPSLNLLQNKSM
ABCB6 inh MLPCN: ABCB6 transporter inhibitors, primary screen, K562-ABCB6 cells, flow cytometry, MLPCN library; ATP-binding cassette sub-family B member 6 (Homo sapiens), Q9NP58; K562-ABCB6 porphyrin accumulation, 1 h; hits give low values; fluorescence ratio to DMSO, % at 10 µM; actives 0.19% (n = 360,000); AID 602162, 2011;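 active means fluorescence ratio to DMSO below 75%, the collection mean minus 3 SD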;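 further: signal is porphyrin accumulated inside mitochondria; 100% equals median channel fluorescence of DMSO control wells; lower ratio means ABCB6 inhibition with less porphyrin fluorescence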
SRC2 inh: inhibition of GAL4-SRC2 driven luciferase reporter, primary screen, SRC2 inhibitor project, cell-based, luminescence. Nuclear receptor coactivator 2 (Homo sapiens), Q15596. HEK293 GAL4-SRC2 luciferase reporter. inhibition, % at 9 µM. actives 0.17% (n = 370,000);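 active means inhibition above the mean inhibition of all tested compounds plus 3 SD, set per campaign, cut at about 52% in these data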;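 further: 0% = DMSO treated cells and 100% = cells given Gossypol at 36 µM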
MC4R barr agon: MC4R agonists recruiting beta-arrestin, primary screen, cell-based, luminescence, agonist arm of biased-ligand search; activation, % at 8.9 µM; AID 540308, 2011; actives 0.98% (n = 360,000); Melanocortin receptor 4 (Homo sapiens), P32245; U2OS MC4R beta-arrestin complementation; percent of melanotan II response, DMSO zero;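 active means activation above a per-plate cutoff, the mean activation of sample wells on that plate plus 3 SD, cut at about 8% in these data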
MC4R antag cAMP: MC4R antagonists of cAMP signaling, primary screen, cell-based, TR-FRET, antagonist arm of biased-ligand search; actives 0.48% (n = 360,000); Melanocortin receptor 4 (Homo sapiens), P32245; inhibition, % at 6.5 µM; MC4R-expressing cells, MTII-stimulated cAMP, LANCE TR-FRET; AID 540295, 2011;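 active means inhibition above its plate's cutoff, the mean of tested wells on that plate plus 3 SD, cut at about 29% in these data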;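 further: 0% = Melanotan II alone and 100% = Melanotan II plus saturating MCL0020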
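Assay system: U2OS cells stably expressing human melanocortin 4 receptor (MC4R) / Dosing: 6.5 µM / Timing: compound 30 min, challenge 1 h, detection 1 h / Measured by: Eu-cAMP/anti-cAMP TR-FRET, emission 671 nm / Replicates: singlicate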
H9c2 protect: cardioprotection against H2O2-induced cell death, primary screen, uHTS, H9c2 cells, ATPLite luminescence; protection from H2O2 cell death, % at 20 µM; actives 0.63% (n = 360,000); AID 588492, 2011; H9c2 cardiomyocytes, H2O2 injury protection, 2 h;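 active means compounds giving at least 50% protection of heart cells from peroxide-induced death in the single-dose screen, raw or plate-pattern-corrected value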;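 further: 0% = DMSO wells with peroxide and 100% = DMSO wells without peroxide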
m5-HT2A agonist: mouse Htr2a agonists via beta-arrestin recruitment, primary screen, cell-based, luminescence | 5-hydroxytryptamine receptor 2A (Mus musculus), P35363 | CHO-K1 mHTR2A beta-arrestin complementation; percent of 30 µM serotonin response | activation, % at 7.6 µM | actives 0.66% (n = 360,000) | AID 624169, 2012;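 active means activation above a run cutoff, the mean activation of all tested compounds plus 3 SD, cut at about 14% in these data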;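 further: 0% = plate median of compound wells and 100% = 30 µM serotonin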
Target sequence (P35363 whole entry, looked up): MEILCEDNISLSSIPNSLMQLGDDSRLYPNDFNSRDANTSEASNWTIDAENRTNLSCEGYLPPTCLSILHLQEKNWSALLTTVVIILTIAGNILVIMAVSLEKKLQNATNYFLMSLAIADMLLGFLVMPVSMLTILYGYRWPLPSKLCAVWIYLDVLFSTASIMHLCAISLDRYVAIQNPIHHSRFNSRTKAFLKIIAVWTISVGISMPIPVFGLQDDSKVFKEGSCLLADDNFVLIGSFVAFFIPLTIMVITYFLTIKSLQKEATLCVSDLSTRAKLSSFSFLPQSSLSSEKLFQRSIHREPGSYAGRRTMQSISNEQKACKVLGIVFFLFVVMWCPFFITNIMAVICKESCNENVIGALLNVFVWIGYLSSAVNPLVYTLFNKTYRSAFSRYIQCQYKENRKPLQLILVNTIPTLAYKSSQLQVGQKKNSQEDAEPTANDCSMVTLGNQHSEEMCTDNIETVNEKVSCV
ABHD5 PLIN5 PPI: ABHD5-PLIN5 interaction inhibitors, primary screen, cell lysate, split luciferase complementation, luminescence; Split G. princeps luciferase complementation, 4 h; AID 602281, 2012; actives 0.78% (n = 360,000); inhibition, % at 4 µM; Perilipin-5 (Homo sapiens) + 1-acylglycerol-3-phosphate O-acyltransferase ABHD5 (Homo …;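 active means inhibition above the mean inhibition across every tested compound plus 3 SD, cut at about 22% in these data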;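 further: 0% = DMSO only wells and the 100% control is not disclosed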
Glyco luc inh: increase of ERlucT glycosylation luciferase signal, primary screen, N-linked glycosylation inhibitor project, D54 ERlucT cells, luminescence, set 2 | actives 0.23% (n = 360,000) | D54 ERlucT glycosylation luciferase reporter, 24 h; percent of 100 nM tunicamycin response | reporter increase, % at 12.5 µM;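 active means mean luciferase reporter signal, scaled so untreated is 0 and the glycosylation-blocking control 100, at or above a set limit in every replicate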;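 further: luciferase carries N-glycosylation sites so blocking glycosylation raises the light; 0% = median of neutral control wells and 100% = median of 100 nM tunicamycin wells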
Numbers without * were called inactive; · = no result given. This is a subset. The share of hits here may be higher or lower than overall.

#	canonical_smiles	MC4R antag cAMP	NOD2-RIPK2 inh	ABHD5 PLIN5 PPI	TLR9-MyD88 block	MC4R barr agon	Glyco luc inh	ABCB6 inh MLPCN	m5-HT2A agonist	H9c2 protect	SRC2 inh
1	c1ccc(COc2ccc(CNn3cnnc3)cc2)cc1	-3	-9	-3	-3	-1.0	0	93	-3	-1	-12
2	CN(C(=S)Nc1ccc(Oc2ccccc2)cc1)c1ccc(O)cc1	13	8	-21	-15	3.6	3	97	-2	-12	4
3	O=C1NC(c2ccccc2)C(C(=O)c2cccs2)=C1O (configuration not stated)	2	-1	4	-4	-0.7	2	101	1	-1	-29
4	CC1=NN(C(=O)c2ccc(C)cc2)C(O)(C(F)(F)OC(F)(F)F)C1 (configuration not stated)	12	6	-6	2	0.7	3	99	-7	0	-22
5	CCN(CC(=O)NC1CCS(=O)(=O)C1)C(=O)/C=C/c1cccs1 (configuration not stated)	-5	-2	-3	-10	-2.4	2	101	-4	1	11
6	Cc1cnc(C(=O)OCC(=O)NC(C)c2ccccc2)cn1 (configuration not stated)	4	-8	-2	-3	-1.2	3	94	10	-1	-12
7	CCCn1ncc(CN2CCC(n3nccc3NC(=O)c3ccccc3OC)CC2)c1C	3	-2	0	-2	-3.0	·	94	7	3	7
8	Cc1ccc(OCC(=O)Nc2ccc3c(c2)C(=O)NC3=O)c(C)c1	6	-8	-8	-1	-2.1	2	94	-5	6	-20
9	O=C(NCc1ccco1)c1sc2cccc(F)c2c1Cl	-1	4	15	-10	-0.2	-1	99	-6	-8	·
10	O=C(CCSCc1ccccc1Cl)NCc1ccco1	-3	7	12	4	4.3	0	94	6	-2	1
11	COc1ccc(CC(=O)Nc2ccc3c(c2)CCC3)cc1OC	1	-7	1	-8	-0.9	-1	97	-1	-29	-5
12	COc1ccc2nc(NC(=O)c3cc(S(=O)(=O)N4CCOCC4)ccc3C)sc2c1	8	-10	8	-11	-0.6	-4	100	0	-7	-38
13	CC1CCCCC12NC(=O)N(CC(=O)NCCc1ccccc1)C2=O (configuration not stated)	2	-5	-6	0	-1.4	1	97	-1	5	18
14	Cc1c(Cl)cccc1NC(=S)NC(=O)c1cncc(Br)c1	8	-2	3	-4	0.8	-4	101	-4	-6	16
15	N#C/C=C1/NC(=O)c2ccccc2S1	8	-12	-4	-2	0.5	-1	107	-2	21	-26
16	O=C(NCCc1ccccc1)C1CCN(S(=O)(=O)c2cccc3nonc23)CC1	8	4	-3	2	1.2	1	96	2	5	5
17	COC(=O)c1c(N)c(C#N)c2n1CCCCC2	20	-8	-3	-7	-0.3	0	101	4	4	-2
18	O=C(COc1ccccc1)N1CCN(c2ccccc2)CC1	-2	2	-5	9	-2.6	-1	101	-3	-10	2
19	CC(NCc1cccs1)C(=O)Nc1cc(Cl)cc(Cl)c1 (configuration not stated)	9	-2	0	-8	-0.8	0	89	-8	2	15
20	O=CC1=C(N2CCOCC2)/C(=C\c2ccccc2)CC1	-7	-4	22*	7	0.6	1	103	3	-4	10
21	Cc1ccc(CN(C(=O)c2csnn2)C(C(=O)NC2CCCC2)c2cccnc2)cc1 (configuration not stated)	19	4	-6	-1	2.2	1	95	7	4	18
22	O=C(OCn1nnc2ccccc2c1=O)C1CCCCC1	-2	-1	4	-8	0.4	2	114	2	-4	2
23	Cc1ccc([N+](=O)[O-])cc1NC(=O)CN(C)CCOc1ccccc1	5	-18	1	-4	-0.8	-1	98	-13	3	19
24	CN1CCN(c2ccc(S(=O)(=O)N3CCCCC3)cc2NC(=O)c2ccc3ccccc3c2)CC1	-1	15	18	-4	-0.7	-6	98	-8	34	-6
25	COc1ccc(-c2cc(C(F)(F)F)n3ncc(C(=O)NCc4ccco4)c3n2)cc1	18	7	23*	-1	2.6	-1	84	5	44	-12
26	CC(OC(=O)C1CC(=O)N(Cc2ccco2)C1)C(=O)Nc1ccc(F)cc1Cl (configuration not stated)	10	-2	-2	4	-1.4	2	102	-4	4	14
27	O=C1NC(=O)C(c2ccccc2)(c2ccc(O)cc2)N1 (configuration not stated)	3	-11	-3	-1	-1.5	-1	99	-1	3	-6
28	COCCNC(=O)c1ccccc1NC(=O)c1ccccc1N(C)S(=O)(=O)c1ccc(C)cc1	-3	-11	1	-9	0.3	0	101	-1	3	11
29	COc1ccc2c(CC(=O)NCc3ccc4c(c3)OCO4)coc2c1	-3	-3	4	-12	0.1	0	89	5	-6	-34
30	CC1CCCN1c1ccnc2cc(Cl)ccc12 (configuration not stated)	0	-10	14	·	1.4	3	94	3	-13	4
31	CCCCC1CCC(C(=O)NCc2ccc3c(c2)OCO3)CC1 (configuration not stated)	8	-2	10	2	3.6	1	109	6	6	6
32	CCn1c2ccccc2c2cc(NC(=O)CC(C)=O)ccc21	-5	-4	0	-11	-2.5	-2	99	-1	-1	-10
33	C/C(=C\c1ccccc1)C(=O)Nc1nccs1	-4	2	0	3	-1.5	0	97	1	-10	-38
34	O=C(Nc1ccc2c(c1)OCCO2)C1CCCN1C(=O)Nc1ccc(F)cc1 (configuration not stated)	8	8	5	-9	-3.0	1	97	1	1	-6
35	COc1ccccc1/C=C/C=N/n1c(COc2ccccc2)n[nH]c1=S	1	-7	-3	-13	-0.6	0	98	1	-3	9
36	O=C(CCc1nnc2ccc(NCc3ccccc3Cl)nn12)NCC1CCN(C2CCCC2)C1 (configuration not stated)	3	-4	-2	-18	-0.8	2	99	-7	1	-15
37	O=C(CN1C(=O)CSc2ccc(S(=O)(=O)N3CCOCC3)cc21)NCCc1ccccc1	8	-2	-5	2	1.1	3	102	-1	-6	-10
38	CCN(CC)CCNC(=O)C(=O)Nc1ccc(C(=O)OC)cc1	-7	-7	3	0	0.3	-1	99	-3	6	-19
39	CC(C)N1CC2(CC(c3ccccc3C(F)(F)F)=NO2)CN1C(=O)c1ccc(C(C)(C)C)cc1 (configuration not stated)	13	-12	-1	-2	1.3	-4	98	1	-3	28
40	O=C(O)c1cccc(Nc2nc(-c3ccc([N+](=O)[O-])cc3)nc3ccccc23)c1	28	2	-5	-3	-1.3	1	97	4	0	-8
41	N#CC12CCCCC1CC1CCCCC1(C#N)N2CCO (configuration not stated)	5	-6	-5	-4	-1.4	-1	93	-1	5	-12
42	O=C(Nc1ccccc1C(=O)Nc1ccccc1)c1ccccc1F	-4	2	-1	4	2.3	-1	78	-4	1	1
43	COc1ccc2c(CC(=O)N3CCN(S(=O)(=O)c4ccc(F)cc4)CC3)coc2c1	3	5	-10	-5	-2.4	0	95	10	2	31
44	CNc1cc(N2CCCCCC2)ccc1[N+](=O)[O-]	-3	0	-1	6	-1.6	-1	97	-1	-5	-24
45	CCOC(=O)c1c(CN2CCN(C)CC2)oc2ccc(O)cc12	4	0	-1	7	-0.5	1	99	-3	7	-10
46	Cc1ccc(-c2cc3nc(-c4ccccc4)cc(N4CCC5(CC4)OCCO5)n3n2)cc1	21	3	-6	-35	1.3	1	102	2	-4	-33
47	CN(C)C(=O)N1CCN(C(=O)c2ccco2)CC1	0	1	2	0	-1.1	0	99	-3	7	-39
48	CN(c1ccc(F)cc1)S(=O)(=O)c1ccc(Cl)c(C(=O)Nc2ccncc2)c1	2	-8	1	-6	-2.8	13	101	2	-18	40
49	O=P(C(=S)Nc1ccccc1Cl)(c1ccccc1)c1ccccc1	-3	-7	2	5	-0.6	-2	97	-2	-2	-24
50	Cc1ccc(S(=O)(=O)N2C[C@H]3C(=O)C[C@@H](c4ccc(Cl)cc4)N(S(=O)(=O)c4ccc(C)cc4)[C@H]3C[C@H]2c2ccc(Cl)cc2)cc1	·	-11	-10	·	·	-9	97	0	2	18
51	CC(C)c1ccc(S(=O)(=O)N2CCN(CC(=O)Nc3ccc4c(c3)OCO4)CC2)cc1	-1	4	-1	-7	-0.8	0	103	2	1	-22
52	CCOC(=O)N1CCN(C2OC(=O)c3ccccc32)CC1 (configuration not stated)	-5	-12	-1	12	1.0	-1	101	2	0	7
53	N#CC1=C(S)N(c2ccccc2)C2(CCCCC2)NC1=O	7	-3	-11	2	-3.1	0	99	14	9	18
54	CCC(=O)N1CCN=C1SCc1ccccc1Cl	3	-6	5	4	2.0	-1	95	-2	8	-10
55	CCN(CC)c1ccc(NC(=O)COc2ccc(-n3cnnn3)cc2)cc1	-2	2	-4	-7	2.1	7	93	-4	7	-1
56	CCOC(=O)C1=C(COC(=O)/C=C/c2cccc(F)c2)NC(=O)NC1C (configuration not stated)	2	-15	-2	-1	-1.4	0	94	-8	21	-16
57	COc1ccc(CCN(C)C(=O)c2cnc(C)cn2)cc1OC	5	-10	-2	5	-0.3	0	98	8	10	-1
58	CCN(CC)S(=O)(=O)c1ccc(N2CCOCC2)c(NC(=O)C2=COCCO2)c1	2	-9	4	0	-1.7	2	102	1	3	-9
59	CCC1(c2ccccc2)NC(=O)N(CC(=O)NCc2ccccc2OC)C1=O (configuration not stated)	10	-8	-4	-6	0.8	0	88	2	0	7
60	C[C@@H]1CN([C@H](C)CO)C(=O)c2c(c3ccccc3n2C)-c2ccccc2CO[C@H]1CN(C)C(=O)Nc1ccccc1	27	-1	5	-8	-1.3	-1	98	1	-3	-20

(cont.)
#	canonical_smiles	MC4R antag cAMP	NOD2-RIPK2 inh	ABHD5 PLIN5 PPI	TLR9-MyD88 block	MC4R barr agon	Glyco luc inh	ABCB6 inh MLPCN	m5-HT2A agonist	H9c2 protect	SRC2 inh
61	COC(=O)c1cccc(NC(=O)/C(=C\c2ccco2)NC(=O)c2ccco2)c1	-7	1	-1	-6	-1.9	1	95	-2	3	-5
62	O=C1OCCN1C(=O)[C@H]1[C@H](c2ccccc2)C(c2ccc(F)cc2)=NN1c1ccccc1	15	2	-6	-5	1.4	3	103	-5	-1	-7
63	COc1ccc(-c2noc(N3CCC(C(=O)NC(C)c4ccccc4)CC3)n2)cc1 (configuration not stated)	1	2	-3	4	-0.3	1	100	4	-8	-3
64	Cc1ccc(-n2c(C)cc(C(=O)CN3CCOCC3)c2C)cc1C	15	-1	3	4	-1.5	-5	100	-5	0	-20

Compound activity as filed in PubChem.
